Source: PubChem (Broad Institute)
STK33 kin inh: human STK33 kinase inhibition; 0.44% of 27,000 active; Q9BYT3; ADP-Glo luminescence, MBP substrate; inhibition, % at 12.5 µM; in the data active = inhibition above about 20%
Target sequence (Q9BYT3 whole entry, looked up): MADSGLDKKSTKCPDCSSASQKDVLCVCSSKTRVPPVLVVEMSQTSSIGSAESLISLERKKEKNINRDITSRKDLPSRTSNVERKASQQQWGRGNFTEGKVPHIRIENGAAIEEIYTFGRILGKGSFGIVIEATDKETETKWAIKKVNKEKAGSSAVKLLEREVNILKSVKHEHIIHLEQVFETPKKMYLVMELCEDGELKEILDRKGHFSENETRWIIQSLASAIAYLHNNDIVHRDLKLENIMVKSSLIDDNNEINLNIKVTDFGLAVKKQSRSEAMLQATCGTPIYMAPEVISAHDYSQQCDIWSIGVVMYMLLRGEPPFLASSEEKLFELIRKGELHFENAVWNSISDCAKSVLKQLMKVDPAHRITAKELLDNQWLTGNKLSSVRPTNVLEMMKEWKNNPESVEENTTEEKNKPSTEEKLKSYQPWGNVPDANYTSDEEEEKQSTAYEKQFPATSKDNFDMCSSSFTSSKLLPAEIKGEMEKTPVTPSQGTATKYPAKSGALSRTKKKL
mut p53 react: restores mutant p53 pathway signaling in SW480 cells. SW480 PUMA-promoter luciferase, p53 mutant reactivation. activation, % at 9.98 µM. 1.5% of 28,000 active. AID 624151; in the data active = activation above about 52%
* marks the source's active call; other numbers are inactive results; / = not tested or not shown. A portion of the library, so the mix of outcomes need not match the whole.

#	canonical_smiles	STK33 kin inh	mut p53 react
1	Cc1ccc2nc(-c3ccc(NC(=O)CN4C(=O)c5ccccc5C4=O)cc3)sc2c1	1	19
2	Cc1noc(C)c1S(=O)(=O)Nc1ccc2c(c1)CC(=O)N([C@H](C)CO)C[C@H](C)[C@H](CN(C)C(=O)NC(C)C)O2	/	0
3	C[C@H](CO)N1C[C@H](C)[C@@H](CN(C)S(=O)(=O)c2cn(C)cn2)Oc2c(NS(C)(=O)=O)cccc2C1=O	/	1
4	C[C@H](CO)N1C[C@H](C)[C@H](CN(C)C(=O)Cc2ccccc2)OCCCC[C@H](C)Oc2ccc(NC(=O)c3ccncc3)cc2C1=O	/	4
5	CC(=O)c1ccccc1OCC(O)CN1CCN(c2ccccn2)CC1 (centres undefined)	-2	1
6	C[C@@H]1CN([C@@H](C)CO)C(=O)c2cc(NS(C)(=O)=O)ccc2O[C@@H]1CN(C)C(=O)NC1CCCCC1	/	-4
7	Cc1noc(C)c1NC(=O)N(C)C[C@H]1Oc2c(NS(=O)(=O)c3cn(C)cn3)cccc2C(=O)N([C@@H](C)CO)C[C@H]1C	/	2
8	CC(C)NC(=O)Nc1ccc2c(c1)C(=O)N([C@H](C)CO)C[C@H](C)[C@@H](CN(C)C(=O)CCC(F)(F)F)OCCCC[C@H](C)O2	/	9
9	O=S(=O)(c1cccc2c(Cl)cccc12)N1CCCNCC1	-14	-6
10	COc1ccc(S(=O)(=O)N(C)C[C@H]2Oc3ccc(NC(=O)NC(C)C)cc3CC(=O)N([C@@H](C)CO)C[C@@H]2C)cc1	-1	/

Remaining list, next part.
#	canonical_smiles	STK33 kin inh	mut p53 react
11	C[C@H]1CN([C@@H](C)CO)C(=O)c2cc(N(C)C)ccc2O[C@@H]1CN(C)S(=O)(=O)c1ccccc1	-1	2
12	C[C@H](CO)N1C[C@H](C)[C@H](CN(C)C(=O)Nc2ccccc2)Oc2ccc(NC(=O)CCC(F)(F)F)cc2CC1=O	2	13
13	CNC[C@@H]1OCCCC[C@@H](C)Oc2ccc(NC(=O)Nc3cccc4ccccc34)cc2C(=O)N([C@H](C)CO)C[C@H]1C	/	-5
14	Cc1ccc(S(=O)(=O)N(C)C[C@@H]2Oc3ccc(NC(=O)C4CC4)cc3CC(=O)N([C@@H](C)CO)C[C@@H]2C)cc1	-1	14
15	C[C@@H]1CN([C@H](C)CO)C(=O)Cc2cc(NC(=O)CCC(F)(F)F)ccc2O[C@@H]1CN(C)S(C)(=O)=O	2	3
16	CC1CCCN(CC(O)COCC2COc3ccccc3O2)C1 (centres undefined)	3	9
17	C[C@H]1CN([C@@H](C)CO)C(=O)c2cc(NS(=O)(=O)c3ccccc3)ccc2O[C@H]1CN(C)S(=O)(=O)c1cccs1	-1	/
18	N#Cc1ccccc1CSc1nnc(CN2CCOCC2)n1-c1ccccc1	-2	7
19	CC1(C)CC(=O)C2=C(C1)N(CC1CCCO1)C(=O)C2(NC(=O)c1ccccc1)C(F)(F)F (centres undefined)	0	-3
20	C[C@@H]1CN([C@H](C)CO)C(=O)Cc2cc(NC(=O)Cn3cnnn3)ccc2O[C@@H]1CN(C)C	-1	7

More entries follow.
#	canonical_smiles	STK33 kin inh	mut p53 react
21	Cc1nnc(SCC(=O)Nc2ccccc2C(C)C)s1	0	15
22	C[C@H](CO)N1C[C@H](C)[C@H](CN(C)S(=O)(=O)c2cn(C)cn2)OCCCC[C@H](C)Oc2ccc(NC(=O)c3ccccc3)cc2C1=O	/	-1
23	CC1CCc2c(sc3nc(SC(C)C(=O)Nc4ccccc4)nc(N)c23)C1 (centres undefined)	3	118*
24	CCOC(=O)C1=C(C)N(C)C(=O)N(C)C1c1ccccc1 (centres undefined)	0	/
25	CCc1ccc(N2C(=S)N(C(=O)c3cccs3)C3CC2(C)Oc2ccccc23)cc1 (centres undefined)	/	1
26	CNC[C@@H]1Oc2c(NS(=O)(=O)c3ccc(OC)cc3)cccc2C(=O)N([C@H](C)CO)C[C@H]1C	/	4
27	COc1cc2c(cc1O)CCC1C2CCC2(C)C(O)CCC12 (centres undefined)	/	-29
28	Cc1nnc(SCC(=O)Nc2ccccc2C#N)s1	4	-1
29	Cn1c(SCC(=O)Nc2ccccc2Cl)nnc1-c1cccc([N+](=O)[O-])c1	1	19
30	CCNc1nc(SCCOc2ccccc2)nc(N(C)C)n1	-4	27

Continued:
#	canonical_smiles	STK33 kin inh	mut p53 react
31	Cc1cc2nc(-c3cccc(NC(=O)COc4ccccc4C)c3C)oc2cc1C	2	-8
32	COc1ccc(S(=O)(=O)Nc2ccc3c(c2)C(=O)N([C@@H](C)CO)C[C@H](C)[C@@H](CN(C)S(=O)(=O)c2cccs2)O3)cc1	0	24
33	C[C@@H]1CCCCO[C@@H](CN(C)C(=O)CCCN(C)C)[C@@H](C)CN([C@H](C)CO)C(=O)c2cc(NC(=O)CCCN(C)C)ccc2O1	1	8
34	C[C@H]1CN([C@@H](C)CO)C(=O)c2cc(-c3cccc(C#N)c3)cnc2O[C@@H]1CN(C)Cc1ccc(F)cc1	/	4
35	C[C@H](CO)N1C[C@H](C)[C@@H](CN(C)Cc2cccc(C(=O)O)c2)OCc2cn(nn2)CCCC1=O	-1	/
36	Cc1ccc(NC(=O)CSc2c(C)n[nH]c2C)cc1Cl	-2	-5
37	CS(=O)(=O)N(CC(=O)Nc1ccccc1C(F)(F)F)c1cccc(F)c1	-4	-10
38	Cc1ccc(-n2c(=O)c3c4c(sc3n3c(SCC(=O)c5ccc(F)cc5)nnc23)CCCC4)cc1	3	-3
39	C[C@H]1CN([C@@H](C)CO)C(=O)c2cc(NC(=O)Nc3ccc4c(c3)OCO4)ccc2O[C@H]1CN(C)C(=O)Nc1ccc(F)cc1	/	12
40	COc1ccc(NC(=O)N(C)C[C@H]2Oc3ccc(NS(=O)(=O)c4ccc(F)cc4)cc3CC(=O)N([C@H](C)CO)C[C@H]2C)cc1	0	/

Next part:
#	canonical_smiles	STK33 kin inh	mut p53 react
41	COC(=O)c1cccc(NC(=O)CSc2nc3cc4ccccc4cc3[nH]2)c1	7	28
42	C[C@@H]1CCCCO[C@H](CN(C)C(=O)Nc2ccccc2)[C@@H](C)CN([C@@H](C)CO)C(=O)c2cc(N(C)C)ccc2O1	/	-8
43	C[C@H](CO)N1C[C@H](C)[C@@H](CN(C)C(=O)Nc2ccccc2F)Oc2ncc(/C=C/c3ccccc3)cc2C1=O	/	5
44	CCOc1c(Cl)cc(CNCc2ccccn2)cc1OC	-1	6
45	C[C@H]1CN([C@@H](C)CO)C(=O)CCCn2cc(nn2)CO[C@H]1CN(C)S(=O)(=O)c1cn(C)cn1	-3	4
46	Cc1noc(C)c1NC(=O)Nc1cccc2c1O[C@@H](CN(C)Cc1ccc(C(=O)O)cc1)[C@H](C)CN([C@H](C)CO)C2=O	/	3
47	Cc1ccc(Sc2sc(=O)n(C)c2S(=O)(=O)c2ccc(C)cc2)cc1	/	-6
48	Cc1ccc(S(=O)(=O)N(C)C[C@@H]2Oc3ccc(NC(=O)Nc4c(C)noc4C)cc3CC(=O)N([C@H](C)CO)C[C@H]2C)cc1	0	/
49	COc1cccc(NC(=O)N(C)C[C@@H]2Oc3cc(C#Cc4ccncc4)ccc3S(=O)(=O)N([C@H](C)CO)C[C@@H]2C)c1	/	11
50	COc1ccc(/C=C/C(=O)c2c(OC)cc(OC)c(CC=C(C)C)c2OC)cc1	-5	5

Given in transposed form: entries from further up
[41] COC(=O)c1cccc(NC(=O)CSc2nc3cc4ccccc4cc3[nH]2)c1
[47] Cc1ccc(Sc2sc(=O)n(C)c2S(=O)(=O)c2ccc(C)cc2)cc1
[48] Cc1ccc(S(=O)(=O)N(C)C[C@@H]2Oc3ccc(NC(=O)Nc4c(C)noc4C)cc3CC(=O)N([C@H](C)CO)C[C@H]2C)cc1
[42] C[C@@H]1CCCCO[C@H](CN(C)C(=O)Nc2ccccc2)[C@@H](C)CN([C@@H](C)CO)C(=O)c2cc(N(C)C)ccc2O1
assay / entry,41,47,48,42
STK33 kin inh,7,/,0,/
mut p53 react,28,-6,/,-8

A different layout for some results above:
49. COc1cccc(NC(=O)N(C)C[C@@H]2Oc3cc(C#Cc4ccncc4)ccc3S(=O)(=O)N([C@H](C)CO)C[C@@H]2C)c1
  STK33 kin inh: /	mut p53 react: 11
45. C[C@H]1CN([C@@H](C)CO)C(=O)CCCn2cc(nn2)CO[C@H]1CN(C)S(=O)(=O)c1cn(C)cn1
  STK33 kin inh: -3	mut p53 react: 4
50. COc1ccc(/C=C/C(=O)c2c(OC)cc(OC)c(CC=C(C)C)c2OC)cc1
  STK33 kin inh: -5	mut p53 react: 5
41. COC(=O)c1cccc(NC(=O)CSc2nc3cc4ccccc4cc3[nH]2)c1
  STK33 kin inh: 7	mut p53 react: 28

Further structures follow:
#	canonical_smiles	STK33 kin inh	mut p53 react
51	C[C@H]1CN([C@@H](C)CO)C(=O)Cc2cc(NC(=O)C3CCCCC3)ccc2O[C@H]1CN(C)S(=O)(=O)c1ccccc1	-2	15
52	C[C@@H]1CN([C@H](C)CO)C(=O)Cc2cc(NS(=O)(=O)c3ccc(Cl)cc3)ccc2O[C@H]1CN(C)CC1CC1	-1	/
53	Cc1cc(C(=O)CSc2ncn[nH]2)c(C)n1-c1cc(Cl)ccc1Cl	1	3
54	COc1cccc(NC(=O)N(C)C[C@H]2Oc3cc(-c4ccccc4F)ccc3S(=O)(=O)N([C@H](C)CO)C[C@@H]2C)c1	/	-15
55	Cc1c(O)cc2c(c1O)C(=O)CC(c1ccccc1)O2 (centres undefined)	7	-8
56	COc1ccc(NC(=O)N(C)C[C@@H]2Oc3ccc(NC(=O)NC(C)C)cc3CC(=O)N([C@@H](C)CO)C[C@@H]2C)cc1	4	/
57	COc1ccc(C2C3=C(CC(C)(C)CC3=O)Nc3ccccc3N2C(C)=O)cc1COc1ccc(F)cc1 (centres undefined)	1	1
58	COc1ccc(C2=NN(C(=O)CCC(=O)O)C(c3cccs3)C2)cc1 (centres undefined)	0	19
59	COc1ccc(CN(C)C[C@@H]2Oc3ccc(NC(=O)Cc4ccccc4)cc3CC(=O)N([C@H](C)CO)C[C@H]2C)cc1	-4	14
60	Cc1noc(C)c1NC(=O)N(C)C[C@@H]1Oc2ccc(NS(C)(=O)=O)cc2CC(=O)N([C@H](C)CO)C[C@@H]1C	-3	-1

Next results follow.
#	canonical_smiles	STK33 kin inh	mut p53 react
61	CCN1CCN(S(=O)(=O)c2cc(OCC(N)=O)c(C)cc2Cl)CC1	-16	-8
62	C[C@H]1CN([C@@H](C)CO)C(=O)Cc2cc(NC(=O)Nc3cccc4ccccc34)ccc2O[C@H]1CN(C)S(=O)(=O)c1ccc(F)cc1	-1	/
63	C[C@@H]1CN([C@@H](C)CO)C(=O)c2cc(NS(C)(=O)=O)ccc2O[C@@H](C)CCCCO[C@H]1CN(C)Cc1ccccc1	/	1
64	COc1ccc(NC(=O)Cn2cnc3sc(-c4ccccc4)cc3c2=O)c([N+](=O)[O-])c1	2	30
65	Cc1noc(C)c1NC(=O)N(C)C[C@H]1Oc2c(NC(=O)NC3CCCCC3)cccc2C(=O)N([C@@H](C)CO)C[C@@H]1C	/	-2
66	CCCC#Cc1ccc2c(c1)O[C@H](CN(C)C(=O)C1CCCCC1)[C@@H](C)CN([C@@H](C)CO)S2(=O)=O	/	-26
67	C[C@H]1CN([C@@H](C)CO)S(=O)(=O)c2ccc(C#CC3CC3)cc2O[C@@H]1CN(C)C(=O)CN(C)C	/	-4
68	Cc1ccc(OC(=O)N(C)C[C@@H]2OCc3cn(nn3)CCCC(=O)N([C@H](C)CO)C[C@H]2C)cc1	-1	-4
69	CC(=O)O[C@@](C)(C(=O)/C=C/C(C)(C)O)[C@H]1[C@H](O)C[C@@]2(C)[C@@H]3CC=C4[C@@H](C=C(O[C@@H]5O[C@H](CO)[C@@H](O)[C@H](O)[C@H]5O[C@@H]5O[C@@H](C)[C@H](O)[C@@H](O)[C@H]5O)C(=O)C4(C)C)[C@]3(C)C(=O)C[C@]12C	-3	-8
70	C[C@@H]1CCCCO[C@H](CN(C)S(=O)(=O)c2cccs2)[C@@H](C)CN([C@@H](C)CO)C(=O)c2cc(N(C)C)ccc2O1	/	4

New compounds follow
#	canonical_smiles	STK33 kin inh	mut p53 react
71	Cc1noc(C)c1NC(=O)Nc1cccc2c1O[C@H](CN(C)C(=O)Nc1c(C)noc1C)[C@@H](C)CN([C@H](C)CO)C2=O	/	-6
72	C[C@H]1CN([C@@H](C)CO)C(=O)Cc2cc(NC(=O)Cc3ccccc3)ccc2O[C@H]1CN(C)C(=O)Nc1cccc2ccccc12	2	/
73	COc1ccc(CN(C)C[C@H]2Oc3c(NS(C)(=O)=O)cccc3C(=O)N([C@@H](C)CO)C[C@@H]2C)cc1	/	9
74	COC(=O)c1ccccc1NC(=O)CSc1n[nH]c(-c2ccccc2Cl)n1	0	15
75	Cc1noc(C)c1NC(=O)Nc1ccc2c(c1)CC(=O)N([C@@H](C)CO)C[C@H](C)[C@H](CN(C)CC1CC1)O2	4	/
76	c1ccc(Oc2nc(Oc3ccccc3)nc(Oc3ccccc3)n2)cc1	-2	/
77	CNC[C@@H]1OCCCC[C@@H](C)Oc2ccc(NS(=O)(=O)c3cccs3)cc2C(=O)N([C@H](C)CO)C[C@@H]1C	2	9
78	Cc1nnc(SCc2ccc(C(=O)c3ccc(Cl)cc3)o2)n1-c1ccccc1	13	-5
79	Cc1noc(C)c1NC(=O)Nc1ccc2c(c1)C(=O)N([C@@H](C)CO)C[C@H](C)[C@@H](CN(C)C(=O)Nc1c(C)noc1C)OCCCC[C@H](C)O2	/	7
80	C[C@H](CO)N1C[C@H](C)[C@@H](CN(C)Cc2ccncc2)Oc2ccc(NC(=O)Nc3ccc(C(F)(F)F)cc3)cc2CC1=O	/	-69

Later entries:
#	canonical_smiles	STK33 kin inh	mut p53 react
81	Cc1cc(C)c(C)c(S(=O)(=O)NCC(=O)Nc2ccc3c(c2)OCCO3)c1C	-3	-17
82	Cc1ccc(S(=O)(=O)N(C)C[C@@H]2Oc3ncc(-c4ccncc4)cc3C(=O)N([C@@H](C)CO)C[C@@H]2C)cc1	/	7
83	C[C@@H]1CN([C@H](C)CO)C(=O)CCCn2cc(nn2)CO[C@H]1CN(C)C(=O)Nc1ccc(-c2cccs2)cc1	11	24
84	CCOC(=O)c1cc(COc2ccc3oc4ccccc4c3c2)c(C)o1	-1	42
85	Oc1ccc(Cl)cc1CNc1nc2ccccc2[nH]1	2	23
